# Mcl1 Bid PPI – Mcl-1/Bid binding inhibitors, primary screen, biochemical, TR-FRET, 1536-well; AID 1021, 2008; TR-FRET Mcl-1/Bid-Dy647 peptide binding; inhibition, % at 21.7 µM; hit rate 0.97% among 220,000;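 active = compounds that cut the binding signal by more than half at the single screening dose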;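 note: His-tagged Mcl-1 with europium anti-His antibody binding Bid BH3 peptide; 0% = Mcl-1 plus peptide wells and 100% = peptide-only wells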
# Target sequence (Q07820 whole entry, looked up): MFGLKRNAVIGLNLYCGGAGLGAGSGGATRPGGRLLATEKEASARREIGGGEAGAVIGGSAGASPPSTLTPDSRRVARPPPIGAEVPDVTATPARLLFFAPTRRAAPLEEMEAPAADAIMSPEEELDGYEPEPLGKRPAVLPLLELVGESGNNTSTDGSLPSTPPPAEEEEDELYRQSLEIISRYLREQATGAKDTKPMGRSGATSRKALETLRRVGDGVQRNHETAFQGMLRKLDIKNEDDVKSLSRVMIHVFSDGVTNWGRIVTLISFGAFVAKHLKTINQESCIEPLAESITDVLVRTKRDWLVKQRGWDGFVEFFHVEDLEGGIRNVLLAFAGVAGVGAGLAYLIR
# HRas wt GTP – modulators of GTP binding to HRas wildtype, primary screen, biochemical, bead-based flow cytometry, multiplex | GTP binding activity, % at 10 µM | GST-Ras wt beads, Bodipy-FL-GTP binding; actives lie on both sides | hit rate 0.14% among 190,000;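 active = GTP binding activity at least 20% away from the 100% baseline, either lowered as inhibitor or raised as activator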;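 note: 0% = unlabeled GTP competition control and 100% = no-compound control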
# Target sequence (P01112 whole entry, looked up): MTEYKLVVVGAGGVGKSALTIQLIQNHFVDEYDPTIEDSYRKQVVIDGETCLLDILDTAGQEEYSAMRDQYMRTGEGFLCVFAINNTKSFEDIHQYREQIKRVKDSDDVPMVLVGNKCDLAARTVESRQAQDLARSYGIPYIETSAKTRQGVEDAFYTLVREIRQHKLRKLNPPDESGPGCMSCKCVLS
# Rab7 wt modul – modulators of GTP binding to Rab7, primary screen, biochemical, wildtype, multiplex bead flow cytometry | GST-Rab7 beads, fluorescent GTP binding; actives lie on both sides; untreated = 100%, excess cold GTP = 0% | GTP binding activity (percent of control), % at 10 µM | hit rate 0.055% among 190,000;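 active = fluorescent GTP binding to Rab7 beads changed by at least 20 points from the 100% baseline, either direction, mostly lower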;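 note: median green fluorescence of bound Bodipy-FL-GTP per Rab7 bead population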
# Rac1 wt modul – wildtype Rac1 GTP binding modulators, primary screen, biochemical, GST-Rac1 beads, flow cytometry, multiplex | Ras-related C3 botulinum toxin substrate 1 (Homo sapiens), P63000 | fluorescent GTP binding; actives lie on both sides; 0 = cold GTP competed, 100 = untreated | GTP binding activity (% of control), % at 10 µM | hit rate 0.27% among 190,000;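 active = GTP binding activity at least 20 points away from the 100% control level, either lower or higher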
# Cdc42 wt GTP – modulators of GTP binding to wildtype Cdc42, primary screen, biochemical, multiplex bead flow cytometry, Bodipy-GTP; Cell division control protein 42 homolog (Homo sapiens), P60953; GST-Cdc42 beads; actives lie on both sides; percent activity (GTP binding), % at 10 µM; hit rate 0.2% among 190,000; AID 761, 2007;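 active = percent activity GTP binding at least 20 points away from the 100% baseline, either down as inhibitor or up as activator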;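 note: median bead fluorescence of bound Bodipy-FL-GTP at 100 nM; 0% = excess unlabeled GTP control and 100% = no compound control; below 100% means less GTP binding so inhibitor and above means activator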
# Target sequence (P60953 whole entry, looked up): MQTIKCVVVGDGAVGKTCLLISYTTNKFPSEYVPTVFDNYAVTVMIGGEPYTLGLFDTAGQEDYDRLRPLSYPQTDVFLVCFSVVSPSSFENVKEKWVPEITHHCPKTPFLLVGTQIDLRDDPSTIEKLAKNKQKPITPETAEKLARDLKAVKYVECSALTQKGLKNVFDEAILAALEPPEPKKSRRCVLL
# Avidin bead fluor – green autofluorescence of compounds with avidin beads – biophysical, 488/530 nm, flow cytometry, artefact control, profiling panel. compound fluorescence 488/530 nm; hits give high values. fluorescence (KMESF) at 10 µM. hit rate 0.38% among 220,000; in the data active = fluorescence above about 47; note: inactives centre near 10
# Rab2A wt mod – modulators of GTP binding to Rab2A wildtype, primary screen, biochemical, dog, bead-based flow cytometry, multiplex; Ras-related protein Rab-2A (Canis lupus familiaris), P61105; GTP binding activity, % at 10 µM; GST-Rab2 wt beads, Bodipy-GTP binding; AID 760, 2007; hit rate 0.19% among 190,000;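 active = GTP binding activity at least 20 points away from 100%, either lowered or raised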;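 note: 0% = beads with excess unlabeled GTP and 100% = no-compound control corrected for plate trend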
# Rac1 act GTP bind – GTP binding modulators of activated mutant Rac1, primary screen, biochemical, bead-based flow cytometry, multiplex, fluorescent GTP | AID 764, 2007 | percent activity (GTP binding), % at 10 µM | GST-Rac1 activated beads; actives lie on both sides; 100% means binding = to untreated wells | hit rate 0.11% among 190,000 | Ras-related C3 botulinum toxin substrate 1 (Homo sapiens), P63000;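 active = GTP binding at least 20 percentage points away from the 100% baseline, in either direction, so actives lie on both sides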
# Pf gametocyte – late stage P. falciparum gametocyte viability inhibitors, primary screen, ATP luminescence, HTS | hit rate 0.065% among 150,000 | P. falciparum stage V gametocytes, 24 h | inhibition, % at 10.9 µM;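 active = inhibition above the mean plus 3 SD of compounds within the control limits, set per campaign, cut at about 38% in these data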;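 note: 0% = DMSO wells and 100% = medium only without gametocytes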
# GSH fluor – compound fluorescence on glutathione beads, profiling panel, artefact control, biophysical, 488/530 nm, flow cytometry | GSH beads flow cytometry, compound fluorescence 488/530 nm; hits give high values | fluorescence (KMESF) at 10 µM | hit rate 0.25% among 190,000 | AID 1776, 2009; in the data active = fluorescence above about 89;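 note: glutathione beads carrying GST-tagged Bcl family fusion proteins plus one bare bead set; values are compound well signal with DMSO vehicle wells as background; inactives centre near 16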
# Mcl1 Noxa PPI – Mcl-1/Noxa binding inhibitors, primary screen, biochemical, TR-FRET, 1536-well; Induced myeloid leukemia cell differentiation protein Mcl-1 (Homo sapiens), Q07820; AID 1022, 2008; inhibition, % at 21.7 µM; TR-FRET Mcl-1/Noxa peptide binding, 2 h; hit rate 1.5% among 220,000;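 active = compounds that cut the protein-peptide binding signal by more than 50% relative to plate controls in a single-dose test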;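 note: His-tagged Mcl-1 with rhodamine Noxa BH3 peptide and terbium anti-His antibody; 0% = Mcl-1 plus Noxa peptide wells and 100% = peptide-only wells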
# Active calls of the source: *; / = not tested or not shown.
# The first 2 compounds as a preview:
SMILES,Mcl1 Bid PPI,HRas wt GTP,Rab7 wt modul,Rac1 wt modul,Cdc42 wt GTP,Avidin bead fluor,Rab2A wt mod,Rac1 act GTP bind,Pf gametocyte,GSH fluor,Mcl1 Noxa PPI
CSc1nc(N)nc(SCC(=O)c2ccc(C)cc2)c1C#N,-34,102,97,104,102,22,101,99,16,14,-4
CC(Oc1cccc2c1OC(C)(C)C2)C(=O)O (stereo not given),-6,100,98,106,101,5,99,101,20,15,15

# This part in full (from the top)
SMILES,Mcl1 Bid PPI,HRas wt GTP,Rab7 wt modul,Rac1 wt modul,Cdc42 wt GTP,Avidin bead fluor,Rab2A wt mod,Rac1 act GTP bind,Pf gametocyte,GSH fluor,Mcl1 Noxa PPI
CSc1nc(N)nc(SCC(=O)c2ccc(C)cc2)c1C#N,-34,102,97,104,102,22,101,99,16,14,-4
CC(Oc1cccc2c1OC(C)(C)C2)C(=O)O (stereo not given),-6,100,98,106,101,5,99,101,20,15,15
Cc1cc(N2CCN(C)CC2)nc2ccc(NC(=S)NCCCN3CCN(C)CC3)cc12,-73,101,100,104,98,10,98,100,20,18,26
C/C(=N\Nc1ccc(F)cc1)c1ccncc1,-24,99,101,104,104,9,98,97,/,11,24
CC(C)Cn1c(O)c(N=NC(=O)c2cccc(S(=O)(=O)N3CCCCC3)c2)c2ccccc21,9,96,99,98,98,3,96,97,0,10,13
CCOc1ccccc1CN1CCN(Cc2cc3ccccc3[nH]2)CC1CCO (stereo not given),-26,98,103,99,99,11,100,96,-8,11,12
N#CC1=C(N)N(c2ccccc2)C(c2ccccc2)C1(C#N)C#N (stereo not given),/,95,95,93,93,9,92,92,/,31,/
Cc1sc2c(c1C)c(=O)n(-c1ccc(F)cc1)c(=O)n2CC(=O)NCc1ccco1,-11,103,101,101,101,31,99,98,/,13,-16
CCCNC(=O)NC1CCCCCCC1,-2,97,104,98,96,10,95,95,-8,9,20
CCOC(=O)c1cnn(-c2ccccn2)c1N,-2,102,99,104,104,5,102,101,13,12,16
C/C(=N\NC(=O)C1COc2ccccc2O1)c1cccs1 (stereo not given),-6,104,102,103,106,12,103,100,/,25,5
COC(=O)c1cc(N2C(=O)C3C(C2=O)C2(C)C=CC3(C)O2)ccc1Cl (stereo not given),-1,95,96,98,94,11,97,93,/,33,69*
O=C(Nc1ccc(Cl)c([N+](=O)[O-])c1)c1cnccn1,-70,95,94,98,97,2,95,99,1,7,64*
CCc1ccc(S(=O)(=O)Nc2cc(SCC(=O)O)c(O)c3ccccc23)cc1,-29,94,96,95,92,7,92,92,-7,10,56*
O=Cc1c(N2CCCCC2)nc2ccccn2c1=O,-1,92,96,91,89,10,94,92,20,9,16
COc1cc(OC)c(C(=O)NCCCn2ccnc2)cc1OC,-18,97,93,98,98,28,97,98,4,55,-4
CN(Cc1cc(=O)n2ccsc2n1)c1ccccc1,-43,99,98,103,100,14,99,101,/,10,4
CCn1nc(C(=O)NCCc2ccc(S(N)(=O)=O)cc2)c2ccccc2c1=O,-11,96,97,100,96,35,94,96,/,26,12
CC1(C)C(=O)OC(C(=O)c2ccccc2)C(C)(C)C1=O (stereo not given),5,99,97,104,99,29,102,98,-12,21,15
CCN1C(=O)CS/C1=N\S(=O)(=O)c1ccc(C)cc1,14,97,103,100,97,12,98,98,4,75,16
C/C(=N\NC(=O)C1CC1(c1ccccc1)c1ccccc1)c1cccc([N+](=O)[O-])c1 (stereo not given),-22,99,103,102,99,15,98,98,-16,7,22
CC(C)C(=O)NCCn1ccc2ccccc21,-9,94,94,94,94,32,93,93,-7,21,3
C=CCn1c(N)c(C(=O)OCCC)c2nc3ccccc3nc21,26,101,102,102,101,5,100,100,/,17,10
O=C(C1CCN(S(=O)(=O)N2CCOCC2)CC1)N1CCN(c2ccccc2)CC1,-20,105,101,106,105,15,106,102,/,16,-5
O=C(COC(=O)c1ccc2c(c1)OCO2)NCc1ccc2c(c1)OCO2,-33,98,100,99,97,7,99,95,-23,14,7
COCCNC(=O)CSc1nnc2c(Cl)cc(Cl)cn12,-8,100,103,103,101,34,104,99,-5,17,23
CNC(=O)NC(=S)NC(=O)c1cccc(Cl)c1,-28,97,101,98,95,11,95,95,12,20,5
COc1cc2c(C(=O)N3CCN(C4CCCCC4)CC3)cn(CC(C)C)c(=O)c2cc1OC,-38,106,101,104,104,11,107,104,/,26,12
O=C(CNC(=O)c1ccco1)NCC(=O)OC(C(=O)c1ccccc1)c1ccc(Cl)cc1 (stereo not given),-3,100,97,100,97,5,100,98,/,14,-10
Cc1cc(C)nc(SCCC(=O)N(C)C)n1,-48,99,96,102,96,11,98,96,12,38,16
O=C(O)C1C2C=CC(C2)C1C(=O)Nc1cccc(F)c1 (stereo not given),-17,97,97,95,96,6,98,95,-5,33,17
COc1ccc(C(=O)Cn2c(Br)nc3c2c(=O)n(C)c(=O)n3C)cc1OC,-11,100,99,98,99,14,100,99,15,36,16
Nc1nsnc1C(=O)NCCO,-2,101,102,100,101,15,100,100,/,22,8
O=C(NCc1ccccc1)C(c1ccc(O)cc1)N(C(=O)Cn1nnc(-c2cccs2)n1)c1ccc2c(c1)OCCO2 (stereo not given),-2,96,95,99,100,21,94,96,/,18,11
O=C(COC(=O)C1CCN(S(=O)(=O)c2ccccc2C(F)(F)F)CC1)NCc1ccc(F)cc1,-1,98,102,104,98,3,98,103,21,13,8
CCOC(=O)/C=C(\C)Sc1cc(=O)oc2ccccc12,-22,101,99,106,104,29,102,102,/,22,8
Nc1ccccc1-c1nc2ccccc2[nH]1,-15,101,105,103,104,9,101,99,-25,11,13
Cc1ccc(Cl)cc1N1CCN(C(=O)C2CCN(S(=O)(=O)c3c(C)nn(C)c3C)CC2)CC1,-38,104,102,99,103,25,101,99,-9,11,15
CCNC(=S)NCCN1CCCCC1,-15,104,103,109,103,24,103,101,/,22,8
CCOc1cc(C(=S)N2CCOCC2)ccc1OS(=O)(=O)c1ccccc1,-40,101,103,106,102,15,100,100,/,18,14
O=C(Nc1ccn(-c2ccccc2)n1)c1ccc(S(=O)(=O)N2CCCCCC2)cc1,-10,100,99,107,102,29,96,97,/,20,-16
Cc1cc2nccc(-c3ccc(Cl)c([N+](=O)[O-])c3)n2n1,-20,97,96,96,97,23,96,95,/,11,2
CCc1ccc(N/C(N)=N/c2nc(CSc3ccccn3)cc(=O)[nH]2)cc1,-13,93,91,95,91,11,89,91,15,13,-22
COc1ccc(NC(=O)OC(C)C)cc1,-5,102,101,102,102,6,100,98,/,27,4
Cc1cc(N/C=C/C(=O)c2cccc3ccccc23)no1,-19,100,96,102,101,8,100,99,/,6,1
COCC(=O)Nc1cc([N+](=O)[O-])ccc1C,-33,99,99,101,98,7,98,97,4,13,3
COc1ccc(S(=O)(=O)N2CCN(C(=O)NCc3ccccc3)CC2)cc1,-19,98,95,97,98,8,97,95,-5,38,11
O=[N+]([O-])c1ccc(O)c(C=Nc2ccc3c(c2)OCCO3)c1,-39,94,97,95,97,17,94,94,/,10,34
Cc1ccc(OCC(=O)Nc2cccc(S(=O)(=O)N3CCCCCC3)c2)c([N+](=O)[O-])n1,-29,97,101,94,96,8,97,93,-2,13,-14
C=CCNC(=O)c1sc(SC)cc1-c1ccc(Cl)cc1,7,100,100,102,101,6,100,98,17,61,-9
CCOC(=O)/C(C#N)=C/c1ccc(OC(=O)c2ccccn2)cc1,8,97,95,99,99,13,95,96,-20,12,11
C=C(C)C(=O)OC1(C(F)(F)F)Oc2cc(C)ccc2NC1=O (stereo not given),-9,99,99,100,100,7,98,101,12,14,-11
CCOc1ccc(C(=O)N2CCSC2=S)cc1,-14,102,97,110,103,5,100,100,/,30,10
CCOc1ccc(CNc2ccc3c(c2)ncn3C)cc1,-28,98,94,94,95,9,95,96,/,17,-1
Cn1cc([N+](=O)[O-])c(C(=O)Nc2ccc3c(c2)OCCO3)n1,-46,105,102,105,108,9,107,102,/,23,-2
O=C(CC(=O)N/N=C/c1ccc(Cl)cc1Cl)NCc1ccccc1,-44,103,107,102,100,20,102,99,/,52,-9
COc1ccc2cc(C)c(SCC(=O)Nc3cc(C)on3)nc2c1,11,96,97,97,98,25,99,98,/,15,-33
O=C(CCc1ccccc1)NNC(=O)Nc1ccccc1,-10,95,97,96,94,11,94,95,/,10,1
C(=C\c1cc(/C=C/c2ccccc2)ncn1)/c1ccccc1,-6,100,99,101,96,39,97,96,-1,18,4
Cc1ccc(C)n1NC(=O)c1ccco1,-78,103,103,108,101,8,102,100,/,42,3
# Later entries
SMILES,Mcl1 Bid PPI,HRas wt GTP,Rab7 wt modul,Rac1 wt modul,Cdc42 wt GTP,Avidin bead fluor,Rab2A wt mod,Rac1 act GTP bind,Pf gametocyte,GSH fluor,Mcl1 Noxa PPI
O=C(Cc1c[nH]c2ccccc12)N1CCc2ccccc21,-9,104,103,105,106,6,103,101,4,30,3
Cc1cccc(OCCC(=O)Nc2ccc(S(=O)(=O)N3CCCC3)cc2)c1,-11,97,93,98,97,8,95,97,-7,5,0
COc1ccccc1N1CCN(CC(O)COc2ccc3c(C)cc(=O)oc3c2)CC1 (stereo not given),10,101,98,107,103,35,104,102,/,26,-6
OCCNc1nc2ccc(Cl)cc2[nH]1,-12,103,104,101,106,11,105,100,/,18,0
CN1C2C=C3C(C#N)=C(N)C(C#N)(C#N)[C@@H](c4ccsc4)[C@@H]3C1CC2 (stereo not given in full),-17,101,101,100,102,8,101,98,/,24,10
COc1cc(OC)cc(C(=O)NCC(=O)OCC(=O)/C=C2/N(C)c3ccccc3C2(C)C)c1,-41,97,96,92,94,10,95,93,6,24,12
Cc1ccc2c(C)[nH]c(=O)cc2c1,7,103,102,104,104,12,102,101,/,12,5
Cc1cccc(N2CCN(C(=O)C(Cc3ccccc3)n3cccc3)CC2)c1C (stereo not given),-29,99,98,100,98,7,102,99,/,24,1
COc1cc(N/N=C(\C)c2ccc(O)c(C)c2)nc(-c2ccccc2)n1,-36,97,102,92,94,11,94,93,10,10,24
CCc1ccc(NC2=NC(C(=O)c3ccccc3)CC(=O)N2)cc1 (stereo not given),-1,93,97,93,94,7,92,93,17,54,15
